# From PubChem BioAssay
# PGC1a acetyl inh – lowers PGC1a acetylation signal in U2OS cells; inhibition, % at 15.6 µM; 350,000 tested, 0.17% active; AlphaScreen anti-acetyl-lysine; with virally co-expressed GCN5 acetyltransferase;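 active = every replicate shows inhibition of at least 40%; inconclusive = mean inhibition at least 40% but some replicate below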;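 note: 0% = neutral control wells and 100% = positive control wells; some results beyond the cut were filed as inactive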
# Cneo AK release – causes C. neoformans cell lysis. adenylate kinase release luminescence, 4 h; normalised: neutral wells 0, clomiphene wells 100. lysis activity, % at 15 µM. 360,000 tested, 0.2% active. AID 651654;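 active = mean lysis activity across replicates of at least 80%, whatever share of replicates individually reach that level; inactive = mean lysis activity below 80%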
#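 Material: C. neoformans cells; Schedule: 4 h static compound exposure, 37 °C, read 1 h post-reagent; Measured by: adenylate kinase release luminescence; Read-out: signal increase indicating cell lysis; Controls: Clomiphene as positive lysis control.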
# PglD DTNB – blocks C. jejuni PglD acetyltransferase activity. AID 602405. inhibition, % at 12.5 µM. 360,000 tested, 0.098% active. purified PglD enzyme, DTNB colorimetric CoA detection; in the data active = inhibition above about 16%, passing the limit was not always enough; inconclusive = no clear call, values can overlap the other calls; note: strong numbers were not always called active
# E-sel inducer – induces E-selectin expression in human endothelial cells; P16581; HUVEC E-selectin immunofluorescence imaging; normalized: neutral wells 0, TNF-alpha wells 100; activation, % at 7.58 µM; 260,000 tested, 0.37% active; AID 686992;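 active = mean E-selectin-positive cell signal at least 10% of the positive control, reached in at least 60% of replicates, without over 20% cell loss; inconclusive = no rule given, readout overlaps actives, possibly toxicity-flagged; inactive = the rest, including those meeting only one limit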;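 note: in these data hits start at about 27%; measured in HUVEC primary endothelial cells; signal is the percent of cells scored E-selectin positive by PE staining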
#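 material = human umbilical vein endothelial cells (HUVEC), E-selectin induction | quantity = 3,000 cells/well | medium = EGM-2 growth medium on 0.1% gelatin-coated wells | technique = immunofluorescence imaging | read-out basis = % PE-positive cells | control set = TNF-alpha positive control, DMSO neutral control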
# RAD54 branch – blocks human RAD54 Holliday junction branch migration; Q92698; FAM/BHQ fluorescence; inhibition, % at 10.4 µM; 360,000 tested, 0.14% active; AID 602329;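 active = mean normalized replicate activity at least 40 and at least half of replicates scoring 40 or more; inconclusive = only one of the two criteria met; inactive = mean below 40 and under half of replicates reaching 40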;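 note: 0% = median of neutral control wells and 100% = median of positive control wells; inhibitors cause a drop in the FAM fluorescence signal; in these data hits start at about 50%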
# Target sequence (Q92698 whole entry, looked up): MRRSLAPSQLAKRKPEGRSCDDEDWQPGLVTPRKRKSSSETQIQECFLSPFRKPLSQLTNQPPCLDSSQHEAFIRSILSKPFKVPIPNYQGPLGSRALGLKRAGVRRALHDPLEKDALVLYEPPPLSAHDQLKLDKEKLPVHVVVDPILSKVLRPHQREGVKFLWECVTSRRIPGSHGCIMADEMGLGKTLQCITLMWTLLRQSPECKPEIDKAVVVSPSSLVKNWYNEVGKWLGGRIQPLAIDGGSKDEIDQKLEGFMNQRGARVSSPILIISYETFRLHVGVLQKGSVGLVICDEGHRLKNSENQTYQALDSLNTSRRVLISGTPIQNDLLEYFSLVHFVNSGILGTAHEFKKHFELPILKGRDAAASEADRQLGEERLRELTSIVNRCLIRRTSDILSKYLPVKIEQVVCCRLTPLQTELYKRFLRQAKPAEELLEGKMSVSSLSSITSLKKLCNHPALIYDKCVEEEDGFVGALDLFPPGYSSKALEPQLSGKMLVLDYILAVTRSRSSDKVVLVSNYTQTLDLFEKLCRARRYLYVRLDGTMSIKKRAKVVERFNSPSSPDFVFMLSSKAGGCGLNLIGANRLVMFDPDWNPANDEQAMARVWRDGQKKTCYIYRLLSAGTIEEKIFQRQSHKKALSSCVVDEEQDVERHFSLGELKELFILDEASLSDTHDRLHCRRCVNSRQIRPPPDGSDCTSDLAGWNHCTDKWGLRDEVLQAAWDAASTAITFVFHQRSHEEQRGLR
# RAD52 anneal inh – inhibitors of human RAD52 DNA annealing; P43351; recombinant RAD52 DNA annealing, FRET fluorescence; inhibition, % at 18.7 µM; 360,000 tested, 0.46% active;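 active = every replicate showing at least 50% inhibition; inconclusive = mean inhibition at least 50% but not in every replicate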
# miR122 inh – inhibitors of miR-122 in Huh7 cells. 340,000 tested, 0.3% active. Huh7 miR-122 Renilla luciferase sensor, 48 h; neutral wells = 0, positive control = 100. activation (reporter increase), % at 12.5 µM;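 active = mean replicate activation score at least 90 and every replicate individually at or above 90; inconclusive = only one of the two criteria met; inactive = neither criterion met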;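 note: higher luciferase means less miR-122 activity so hits act as miR-122 inhibitors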
# ERAP1 HTS inh – inhibitors of human ERAP1 aminopeptidase; Q9NZ08; recombinant ERAP1, Leu-AMC fluorescence, 60 min; inhibition, % at 10.7 µM; 340,000 tested, 0.15% active;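 active = mean replicate inhibition of at least 30%, or all replicates individually reaching that 30% level; inactive = mean below 30% and not every replicate reaching it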;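 note: 0% = neutral control wells and 100% = L-leucinethiol positive control wells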
# Starred values were filed as active, the others as inactive; ? = inconclusive; · = no result given; [ ] = dose if it differs, or a comment.
SMILES,PGC1a acetyl inh,Cneo AK release,PglD DTNB,E-sel inducer,RAD54 branch,RAD52 anneal inh,miR122 inh,ERAP1 HTS inh
CCCNC(=O)Nc1ccc2c(c1)OC[C@@H](C)N(Cc1ccccc1)C[C@H](C)[C@H](OC)CN(C)C2=O,9,1,-2,-0.3,-1,6,3[16.7 µM],-2
COc1ccccc1OC(=O)Nc1ccc(Cl)cc1,·,-1,-1,0.3,1,-6,-3,-5
C[C@@H]1CN([C@H](C)CO)C(=O)c2cc(-c3cccc(C#N)c3)cnc2O[C@H]1CN(C)Cc1cccnc1,21,-2,2,1.0,-3,-10,2[16.7 µM],-1
C[C@@H]1CCCCO[C@@H](CN(C)S(C)(=O)=O)[C@H](C)CN([C@H](C)CO)C(=O)c2cc(NC(=O)Nc3ccc4c(c3)OCO4)ccc2O1,11,4,2,-0.2,?,-3,3[16.7 µM],0
Cc1ccc(C(=O)O)cc1NC(=O)c1ccc2c(c1)C(=O)N(c1ccc([N+](=O)[O-])cc1)C2=O,9,0,2,-0.1,-3,-14,-10,2
O=C(C[C@@H]1C[C@@H]2c3cc(NC(=O)NC4CCCC4)ccc3O[C@@H]2[C@H](CO)O1)NCCc1ccccc1,-1,6,-2,0.0,6,-5,6[16.7 µM],0
Cc1ccc(NC(=O)c2nc[nH]c2C(=O)Nc2ccccc2F)cc1,·,0,-4,3.2,1,-3,1,9
Cc1cccc(CN2CCC(Oc3ccc(C(=O)N4CCCC4)cc3)CC2)n1,·,5,-4,-0.1,3,-15,·,-6
CCOC(=O)N1CCC(N2CCN(S(=O)(=O)c3ccc4ccccc4c3)CC2)CC1,-35,0,-1,·,-5,·,-24,·
CCCCc1cc(=O)oc2c3c(cc(OCC(=O)N4CCC[C@H]4C(=O)O)c12)OC(C)(C)CC3,3,6,9,·,-4,-25,34,20
COc1ccc(N2CCN(S(=O)(=O)CCNC(=O)Cc3ccc([N+](=O)[O-])cc3)CC2)cc1,0,-2,2,-0.4,-10,-2,5,4
COC(=O)[C@H](Cc1ccccc1)NC(=O)N1CCCCCC1,4,-2,-1,·,-19,-7,-5,0
CN(NC(=O)c1ccccc1F)c1nc(C(F)(F)F)nc2ccccc12,-54,·,·,·,·,-6,61,-1
COc1ccc(-c2csc(NC(=S)NC(=O)c3ccc4ccccc4c3)n2)cc1OC,·,0,2,-0.2,0,-16,·,-5
Cc1nn2c(=O)c(NC(=O)c3ccc(F)cc3)cnc2s1,4,1,0,·,-11,·,0,·
COc1ccc2c3c(n(C)c2c1)[C@@H](CO)N(C(=O)C1CC1)CC31CCN(C(=O)CN(C)C)CC1,-4,·,·,-0.1,·,9,·,2
COC(=O)N1CCN(c2ccc(OC)cc2)CC1,10,1,-1,·,-10,0,-21,-1
COc1ccc(S(=O)(=O)n2ccc(-c3cnc(-c4ccccc4)s3)n2)cc1,-33,-1,0,·,9,·,-10,·
CCOC(=O)N1CCN(C(=O)c2cc(COc3ccc(F)cc3F)on2)CC1,1,-1,-1,-0.9,-19,-5,-7,4
COc1cccc(NC(=O)N[C@H]2C=C[C@@H](CC(=O)N3CCOCC3)O[C@H]2CO)c1,4,-1,2,-0.1,7,-2,·,2
O=C(Nc1ccccn1)c1cccs1,2,1,-7,·,0,·,-10,·
CNC(=O)CSc1nnnn1-c1cc(C)ccc1C,-5,3,-4,·,-8,·,-7,·
CCCCNc1nc(-c2ccccc2)c(C(=O)OCC)cc1C#N,-3,0,-5,·,-1,·,25,·
O=C1NC2(CCCCC2)N=C1c1ccc(F)cc1,4,-2,11,·,3,·,-7,·
COc1ccc(N2CC(C(=O)N3CCN(c4ccccc4)CC3)CC2=O)cc1 (stereo not given),7,-5,-5,0.0,-3,-6,-9,-3
COc1ccc(S(=O)(=O)N2CCOC2CNC(=O)C(=O)NCc2cccnc2)cc1OC (stereo not given),5,5,1,0.5,-9,-6,-16,5
C[C@H]1CN([C@@H](C)CO)C(=O)c2cccc(NS(=O)(=O)c3cccs3)c2O[C@@H]1CN(C)Cc1ccc(Oc2ccccc2)cc1,0,2,-9,-36,3,13,-3[16.7 µM],-3
Cc1[nH]c2c(C)cccc2c1CN1CCC(CO)(Cc2ccccc2)CC1,2,4,4,-0.8,7,-5,4,·
O=C(CN1C2CCCC1CC(NC(=O)C1CCCCC1)C2)NCc1ccc(F)cc1 (stereo not given),-1,41,4,-3.5,-9,5,-10,-2
C[C@@H]1CCCCO[C@@H](CN(C)C(=O)NC2CCCCC2)[C@@H](C)CN([C@@H](C)CO)C(=O)c2cc(N(C)C)ccc2O1,4,4,-2,0.1,-15,-19,7[16.7 µM],2
CNC[C@H]1Oc2ccc(NC(=O)Nc3ccc(C(F)(F)F)cc3)cc2C(=O)N([C@H](C)CO)C[C@H]1C,3,-7,2,·,4,0,-3[16.7 µM],2
O=C(NCC1CCCO1)C1CC(=O)N(c2ccc(F)c(Cl)c2)C1 (stereo not given),-22,-5,3,2.6,-5,-12,-3,-1
CCC(=O)N1CC2(CN(C(=O)Nc3c(C)noc3C)C2)c2c([nH]c3cc(OC)ccc23)[C@H]1CO,8,·,·,0.1,·,-2,·,-2
Cc1ccc(OCCC(=O)OCC(=O)NCCc2ccc(Cl)cc2)cc1,7,2,2,-1.8,-9,-1,-4,0
O=C(O)C(=O)/C(=C\c1ccsc1)c1ccc2ccccc2n1,·,-2,-2,0.1,-10,-177,4,-2
O=C(CCS(=O)(=O)c1ccccc1)N(CCCN1CCOCC1)c1nc2ccccc2s1,1,·,·,·,·,3,-4,2
Cc1ccc(NC(=O)CNCc2ccc(Cl)cc2Cl)cc1S(=O)(=O)N(C)C,-16,-1,6,10,0,-13,0,-3
COc1ccc(-c2nnc(-c3cc(OC)c(OC)c(OC)c3)o2)cc1OC,5,-1,-1,·,12,·,-2,·
CNc1nc(N)c(C(=O)Nc2cc(C)on2)s1,-5,·,·,1.6,·,2,·,0
O=C(N[C@@H]1CC[C@H](CC(=O)N2CCCCC2)O[C@@H]1CO)c1ccccn1,7,-2,2,0.0,-5,-11,·,0
CS(=O)(=O)Nc1ccc2c(c1)[C@H]1C[C@@H](CC(=O)NCc3cccc(F)c3)O[C@H](CO)[C@H]1O2,2,10,1,0.2,2,-16,0[16.7 µM],0
Cc1ccc2c(=O)n3c(nc2c1)C(CC(C)C)NC(=O)c1cccnc1-3 (stereo not given),·,-2,-7,-0.1,13,-6,-2,0
CCN(Cc1ccccc1)C(=O)COC(=O)c1cc(=O)[nH]c2ccccc12,-10,·,·,·,·,-10,3,2
Cc1cc(NC(=O)c2cc(-c3ccc(C)c(C)c3)nc3ccccc23)no1,-2,-4,-2,·,-8,·,14,·
CC#Cc1cc2c(cc1O)CCC1C2CCC2(C)C(O)CCC12 (stereo not given),·,·,·,0.7,·,-18,0,-1
CCOc1cc(C(=O)NCC2CCCO2)cc(OCC)c1OCC (stereo not given),5,3,1,·,3,·,-5,·
CCCCC(=O)Nc1nnc(-c2ccc(OC)cc2)s1,-4,0,5,·,1,·,1,·
c1ccc(Oc2ncnc3sccc23)cc1,-7,9,-3,3.6,-4,-10,-6,0
Cc1noc(C)c1S(=O)(=O)Nc1ccc2c(c1)C(=O)N([C@@H](C)CO)C[C@H](C)[C@@H](CN(C)S(=O)(=O)c1cccs1)OCCCC[C@H](C)O2,-6,0,-6,·,3,·,40[16.7 µM],·
O=C(C1CCCN(S(=O)(=O)c2cc(Cl)ccc2Cl)C1)N1CCCCCC1 (stereo not given),2,-1,-2,·,2,-3,·,2
Cc1ccc(C23OCCN2CCn2nc4ccccc4c23)cc1 (stereo not given),1,-6,1,0.1,-2,4,-2,·
CC(C)OCCCNc1ncc2c(n1)CC(c1ccc(N(C)C)cc1)CC2=O (stereo not given),4,11,0,·,1,·,1,·
OC1(c2ccc(F)cc2)CCN(Cc2ccccc2)C1 (stereo not given),3,3,2,·,-2,-3,-5,-3
COc1ccc(C(=O)c2sc(NC(C)C)nc2N)cc1OC,-16,2,3,·,2,·,-2,·
CCCCNc1ccc(C(CC(N)=O)NC(=O)c2ccccc2)cc1[N+](=O)[O-] (stereo not given),·,4,-4,0.1,-7,·,-5,·
C[C@H]1CN([C@@H](C)CO)S(=O)(=O)c2ccc(C#CC(C)(C)O)cc2O[C@@H]1CN(C)Cc1ccc(-c2ccccc2)cc1,8,6,0,-0.3,5,7,-31[16.7 µM],2
COc1ccc(C(CNC(=O)c2cccc(S(=O)(=O)N3CCCC3)c2)N2CCCC2)cc1 (stereo not given),1,1,-6,·,7,-98,-3,2
CC(=O)NC(Cc1ccc(F)cc1)C(=O)N1CCN(C(=O)NCc2ccccc2)CC1 (stereo not given),6,·,·,·,·,-2,-3,-1
Clc1ncc(Cn2cccn2)s1,-11,·,·,1.9,·,-5,·,-1
N#Cc1ccccc1S(=O)(=O)N1CCN(C(=O)CCNS(=O)(=O)c2ccc(Cl)cc2)CC1,0,0,1,-1.0,1,-15,-3,0

# The listing continues:
SMILES,PGC1a acetyl inh,Cneo AK release,PglD DTNB,E-sel inducer,RAD54 branch,RAD52 anneal inh,miR122 inh,ERAP1 HTS inh
COc1ccc(-c2cc(C)no2)cc1S(=O)(=O)N1CCOc2ccccc21,-17,-6,0,·,-5,1,16,-2
c1ccc(C2OCC3(CO2)COC(c2ccccc2)OC3)cc1 (stereo not given),13,1,8,·,10,·,-3,·
OCC1(CCc2ccccc2)CCCN(CCCc2ccccc2)C1 (stereo not given),·,1,-1,·,2,-30,·,-4
ON=Cc1cccn1-c1ccccc1,4,0,-4,·,3,-12,·,1
Cc1noc(C)c1S(=O)(=O)Nc1ccc2c(c1)C(=O)N([C@H](C)CO)C[C@@H](C)[C@@H](CN(C)C(=O)NC(C)C)OCCCC[C@@H](C)O2,0,-9,1,·,2,2,-2[16.7 µM],2
CNC(=O)COC(=O)Cc1ccc(Cl)cc1,·,-3,4,·,7,4,-6,-1
COCC(=O)N(C)C[C@H]1Oc2cc(C#CCC3CCCC3)ccc2S(=O)(=O)N([C@@H](C)CO)C[C@@H]1C,7,2,2,-0.1,-1,11,·,·
CCOC(=O)C1=C(c2ccccc2)NC(=O)NC1c1cc(OC)c(OC)c(OC)c1 (stereo not given),·,-1,0,·,11,-3,·,0
CCOCCCN(C(=O)CNC(=O)c1ccco1)C(C(=O)NC1CCCC1)c1cccc(OC)c1 (stereo not given),11,-1,1,0.9,-8,-12,2,-5
C=CC[C@H]1C=C[C@@H](C(C(=O)OC)C(=O)OC)CN1C(C)=O,·,1,-1,0.1,1,-5,0,1
COCC#Cc1ccc2c(c1)O[C@@H](CN(C)C)[C@@H](C)CN([C@@H](C)CO)S2(=O)=O,8,2,-1,-0.1,4,-12,5[16.7 µM],2

# An excerpt from above in order of their number in PGC1a acetyl inh, high to low.
Structure	PGC1a acetyl inh
CCOCCCN(C(=O)CNC(=O)c1ccco1)C(C(=O)NC1CCCC1)c1cccc(OC)c1 (stereo not given)	11
COCC#Cc1ccc2c(c1)O[C@@H](CN(C)C)[C@@H](C)CN([C@@H](C)CO)S2(=O)=O	8
COCC(=O)N(C)C[C@H]1Oc2cc(C#CCC3CCCC3)ccc2S(=O)(=O)N([C@@H](C)CO)C[C@@H]1C	7
COc1ccc(-c2cc(C)no2)cc1S(=O)(=O)N1CCOc2ccccc21	-17
